HGIII-sPLA2 inh: Blocks human group III sPLA2 activity | Q9NZ20 | QFRET BODIPY PC-A2 liposome hydrolysis, fluorescence | inhibition, % at 12.2 µM | 0.56% of 370,000 active | AID 743126;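 active means inhibition above mean plus 3 SD of compounds lying within the high and low control bounds, cut at about 19% in these data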;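 further: 0% = median of test compound wells and 100% = no enzyme DMSO wells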
ASAP1 GAP inh: ASAP1 ArfGAP inhibition | ASAP1-stimulated ARF1 GTP hydrolysis, GDP FP detection | inhibition, % at 16.5 µM | 0.19% of 360,000 active | AID 624377; in the data active means inhibition above about 25%;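 further: 0% = vehicle with enzyme and substrate and 100% = no enzyme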
Target sequence (Q9ULH1 325-724 limits assumed): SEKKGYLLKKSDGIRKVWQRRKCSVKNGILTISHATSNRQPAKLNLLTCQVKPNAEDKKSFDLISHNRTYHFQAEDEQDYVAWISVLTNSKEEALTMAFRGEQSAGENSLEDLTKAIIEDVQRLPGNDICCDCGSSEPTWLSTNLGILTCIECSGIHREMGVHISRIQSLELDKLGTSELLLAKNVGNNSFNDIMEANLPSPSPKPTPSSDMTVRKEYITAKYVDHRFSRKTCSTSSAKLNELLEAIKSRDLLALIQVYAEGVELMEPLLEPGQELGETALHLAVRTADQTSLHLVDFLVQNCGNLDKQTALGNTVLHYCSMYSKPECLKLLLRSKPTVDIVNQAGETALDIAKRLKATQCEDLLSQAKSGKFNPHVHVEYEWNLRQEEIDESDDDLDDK
ADAM10 inh: inhibits human ADAM10. O14672. recombinant ADAM10, EDANS/DABCYL FRET peptide cleavage, 3 h. inhibition, % at 7 µM. 0.62% of 370,000 active. AID 720582;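 active means inhibition above a per-campaign cutoff equal to the mean of compounds falling between control-based bounds plus 3 SD, cut at about 20% in these data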;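 further: 0% = DMSO wells while the 100% control is not disclosed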
Target sequence (O14672 214-748 limits assumed): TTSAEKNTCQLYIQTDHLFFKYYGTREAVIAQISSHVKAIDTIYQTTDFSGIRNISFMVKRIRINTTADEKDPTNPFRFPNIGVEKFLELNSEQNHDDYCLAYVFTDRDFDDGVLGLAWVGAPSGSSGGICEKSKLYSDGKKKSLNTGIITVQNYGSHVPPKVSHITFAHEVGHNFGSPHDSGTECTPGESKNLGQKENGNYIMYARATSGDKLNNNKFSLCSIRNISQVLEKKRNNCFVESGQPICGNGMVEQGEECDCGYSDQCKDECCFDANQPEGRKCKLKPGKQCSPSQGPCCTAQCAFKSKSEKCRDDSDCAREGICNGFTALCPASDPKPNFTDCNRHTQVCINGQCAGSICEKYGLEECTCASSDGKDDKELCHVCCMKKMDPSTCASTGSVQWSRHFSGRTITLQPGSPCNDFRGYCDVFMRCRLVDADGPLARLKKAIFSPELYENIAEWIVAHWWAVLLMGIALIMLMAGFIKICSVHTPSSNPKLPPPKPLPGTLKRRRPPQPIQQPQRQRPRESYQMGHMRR
DDE Tn6 FP inh: inhibitors of Tn6 peptide binding to human fibrin DD(E) | Fibrin DD(E) TRITC-Tn6 fluorescence polarization displacement | AID 720509 | 0.21% of 370,000 active | P02675 | inhibition, % at 8.3 µM;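 active means inhibition above a per-campaign cutoff: mean of compounds within control limits plus 3 SD, cut at about 15% in these data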;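 further: 0% = median of all compound wells on the plate and 100% = blocking peptide control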
GC-A act: GC-A (human) enzyme activation | P16066 | HEK293 GC-A cells, cGMP TR-FRET, EC30 ANP; 0% at EC30 ANP, 100% saturating ANP | activation, % at 10 µM | 0.14% of 370,000 active; in the data active means activation above about 40%
KLK7 zymogen act: activates the human kallikrein-7 zymogen; P49862; purified proKLK7, EDANS-DABCYL substrate fluorescence; 100% is mature enzyme control, 0% vehicle; activation, % at 7 µM; 0.9% of 370,000 active;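 active means activation above the mean of all tested compounds plus 3 SD, computed per campaign excluding outliers beyond control limits, cut at about 13% in these data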
GC-B act: GC-B (human) receptor activation; 0.11% of 370,000 active; HEK293-GC-B cells, CNP EC30, cGMP TR-FRET; 0% at EC30 CNP, 100% saturating CNP; P20594; activation, % at 10 µM; AID 1920062;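 active means activation at 10 µM reaching about 35% in either raw or pattern-adjusted values, limit read from the data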
FXN GAA850 act: activators of GAA850 frataxin (FXN) promoter | HEK293 lucGAA850 FXN promoter luciferase reporter, 24 h; percent of 10 µM SAHA response | activation, % at 6 µM | 0.56% of 360,000 active;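 active means activation above the average of all compounds screened plus 3 SD, cutoff fixed separately per campaign, cut at about 7.5% in these data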;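 further: 0% = DMSO wells and 100% = 10 µM SAHA wells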
rCAG RNA binder: r(CAG) repeat RNA binding; AID 651821; TO-PRO-1 dye displacement fluorescence; inhibition, % at 3 µM; 1.3% of 370,000 active;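 active means inhibition above the plate cutoff, the mean of all test compounds on that plate plus 3 SD, cut at about 35% in these data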;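 further: 0% = DMSO alone and 100% = 100 µM mitoxantrone as full dye displacement; higher means more dye released from RNA so lower well fluorescence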
ARFGAP1 inh: rat ARFGAP1 inhibition. Arfgap1-stimulated ARF1 GTP hydrolysis, GDP FP detection. inhibition, % at 16.5 µM. AID 651572. 0.26% of 360,000 active. Q62848;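 active means inhibition above a per-plate limit, mean inhibition of low control wells plus 3 SD, cut at about 25% in these data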;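 further: 0% = DMSO wells with enzyme and 100% = wells lacking Arfgap1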
Target sequence (Q62848 1-136 limits assumed): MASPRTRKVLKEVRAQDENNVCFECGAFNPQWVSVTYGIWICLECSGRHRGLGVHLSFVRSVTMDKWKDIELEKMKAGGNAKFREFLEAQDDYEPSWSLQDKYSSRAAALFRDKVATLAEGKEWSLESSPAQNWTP
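Material: truncated rat Arfgap1 GAP domain; Incubation: compound-enzyme preincubation 20 min, reaction 120 min, detection 60 min, 25 °C; Read-out: percent inhibition of Arfgap1-stimulated GTP hydrolysis; Technique: FP, GDP Alexa 633 tracer displaced from anti-GDP antibody, 620/688 nm; Controls: No-Arfgap1 wells (100%) versus DMSO full-reaction wells (0%); Replication: single well per compound.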
The depositor's hits bear a star; & = joins results of further samples.

SMILES	HGIII-sPLA2 inh	ASAP1 GAP inh	ADAM10 inh	DDE Tn6 FP inh	GC-A act	KLK7 zymogen act	GC-B act	FXN GAA850 act	rCAG RNA binder	ARFGAP1 inh
CC(C)(C)c1ccc(C(=O)Nc2cccc(C(=O)N3CCOCC3)c2)cc1	0.2	-10.6	-0.2	-3.2	-0.5	-0.3	-3.3	3.2	-7.7	8.4
CC(=O)Nc1c(I)c(NC(C)=O)c(I)c(C(=O)O)c1I	17.6&12.2	-5.0&-9.3	-4.7&-8.7	-3.4&0.7	-1.9&6.0	-0.5&-0.1	-2.7&5.3	1.0&0.4	0.1&0.1	-3.3&18.8
COc1ccc(OC)c(C2CC(c3ccccc3)=NN2C(=S)Nc2ccccc2)c1 (configuration not stated)	-1.0	3.6	5.6	-0.6	-0.4	-0.3	1.8	-1.9	2.0	-7.9
CCOC(=O)N1CCN(c2ncnc3scc(-c4ccccc4)c23)CC1	5.9	0.7	2.1	5.0	-5.9	0.5	-3.1	-1.3	0.3	-4.4
Cc1ccc[n+](CC(=O)c2ccc(NC(=O)c3ccccc3)cc2)c1	-13.9	-4.5	0.6	1.9	2.4	-0.3	-7.3	0.2	5.1	2.7
CC1CN(c2ccc([N+](=O)[O-])cc2C#N)CC(C)O1 (configuration not stated)	-2.5	-12.3	-8.4	-3.2	1.4	-0.7	-1.0	-0.7	-2.9	12.2
S=C(NCc1cccnc1)Nc1ccc(Oc2ccc(Cl)cc2)cc1	-6.3	-2.3	5.1	-7.2	8.4	-0.6	-2.4	-0.8	0.2	-2.7
Cc1ccc(NC(=O)N(Cc2cccnc2)Cc2ccco2)cc1C	0.2	3.1	4.2	-1.7	-2.1	0.5	-2.0	2.5	3.1	-3.7
Cc1ccc(S(=O)(=O)N2CCCC2)cc1S(=O)(=O)N1CCCC1	2.8	2.0	1.4	-3.1	-0.4	0.2	-3.1	3.3	-1.0	8.2
CNC(=S)N(Cc1cccs1)Cc1cc2cc(OC)ccc2[nH]c1=O	5.0	1.7	-42.5	-8.9	8.5	0.3	-4.0	-0.1	-2.7	10.7
COCCCNC(=O)CNC(=S)N(Cc1ccccc1F)C1CCCCC1	1.5	-3.0	2.4	3.1	0.2	-0.2	4.8	-1.2	-5.5	-4.6
O=C(CSc1nc(Cc2ccccc2)nc2ccccc12)Nc1nc2c(s1)CCCC2	-14.3	-5.8	10.7	3.0	5.0	0.8	2.4	-0.2	2.3	5.3
O=C(N/N=C/c1ccc(-c2ccccc2Cl)o1)c1ccccc1	-6.0	10.3	-53.1	-1.0	-4.5	0.3	-3.5	0.8	4.7	8.9
CC(C)CCOc1ncnc2c1sc1nc3c(cc12)CSC(C)(C)C3	0.3	-8.6	-9.0	0.8	-4.4	-0.1	-3.2	1.9	1.1	-14.0
COc1ccc(N(CCC#N)S(=O)(=O)c2ccc(Cl)cc2)cc1	-9.7	-11.5	-0.9	7.5	-7.7	-0.2	-3.3	9.5*	-3.8	-7.7
N#CNC1=NCN(Cc2ccccc2)CN1	0.7	-1.4	-6.4	-3.6	-1.0	-0.4	7.3	0.8	-3.6	-2.0
COc1ccc([N+](=O)[O-])cc1NC(=O)COC(=O)Cc1cc(OC)c(OC)c(OC)c1	-2.6	-3.9	3.1	-3.6	-1.7	-0.4	-2.0	0.4	0.0	-3.4
Nc1ccc2oc(-c3ccc4nc[nH]c4c3)nc2c1	-1.3	-2.9	-140.8	-0.1	11.4	3.3	-3.8	-2.4	9.9	14.4
CC(=O)c1cccc(NC(=O)CN2C=NS(=O)(=O)c3ccc(C)cc32)c1	-2.7	-1.5	2.2	6.2	1.2	0.0	-3.5	-0.2	9.0	-5.6
COc1cccc(CNC(=O)COc2cccc(-n3cnnn3)c2)c1	-8.2	-3.3	-1.6	0.2	1.7	0.4	-1.5	0.0	-2.1	2.8
Cc1c(Cl)cccc1Nc1nc(N)nc(CN2CCc3ccccc3C2)n1	-18.0	-0.4	6.4	-8.5	0.5	-0.6	-1.9	0.5	-2.4	0.5
O=C(Cc1cccs1)NCc1ccccc1	5.8	-10.6	2.6	-3.1	1.4	0.6	4.6	2.0	-0.2	3.2
CC(C(=O)NC1CCCC1)N(c1ccc(Oc2ccccc2)cc1)S(C)(=O)=O (configuration not stated)	-0.3	16.7	-3.4	-2.9	3.2	0.0	0.4	-1.3	-2.6	8.5
CC(=O)Nc1ccc(C(=O)N2CCCC2)cc1	0.9	-1.0	4.6	10.7	6.3	0.0	0.3	-0.7	1.6	1.8
Cc1ccc(C(=O)NCCN(C)C)c(C)c1	5.8	4.5	-0.8	0.7	-4.3	0.0	2.2	0.2	-1.0	-2.0

Reformatted with values under each structure: entries from further up.
Every second line gives: HGIII-sPLA2 inh, ASAP1 GAP inh, ADAM10 inh, DDE Tn6 FP inh, GC-A act, KLK7 zymogen act, GC-B act, FXN GAA850 act, rCAG RNA binder, ARFGAP1 inh
> O=C(Cc1cccs1)NCc1ccccc1
 : 5.8, -10.6, 2.6, -3.1, 1.4, 0.6, 4.6, 2.0, -0.2, 3.2
> CC(C(=O)NC1CCCC1)N(c1ccc(Oc2ccccc2)cc1)S(C)(=O)=O (configuration not stated)
 : -0.3, 16.7, -3.4, -2.9, 3.2, 0.0, 0.4, -1.3, -2.6, 8.5

Following part.
SMILES	HGIII-sPLA2 inh	ASAP1 GAP inh	ADAM10 inh	DDE Tn6 FP inh	GC-A act	KLK7 zymogen act	GC-B act	FXN GAA850 act	rCAG RNA binder	ARFGAP1 inh
COc1cccc(Nc2nnc(SCC3CCCCO3)s2)c1 (configuration not stated)	-5.6	9.9	5.0	6.4	5.2	0.6	-2.8	5.3	-0.7	-8.2
CCC(C)OC(=O)c1cc(C)nc2c(Br)cc(Br)cc12 (configuration not stated)	5.7	4.1	3.0	11.1	2.3	0.1	-5.7	-0.1	-0.3	1.9
CCCCCC(=O)OC(CN1CCCCC1)CN1CCCC1=O (configuration not stated)	8.1	8.6	4.7	4.6	6.2	-0.1	4.0	-1.0	-3.5	4.4
Cc1cc2nc(NC(=O)C3(C)CCCN(C(C)C)C3)[nH]c2cc1C (configuration not stated)	-2.9	-11.7	-6.1	11.0	-1.0	-0.3	-2.9	2.4	-1.1	0.8
CC(=O)c1cc(CN2CCN(CCc3ccccc3)C(CCO)C2)cs1 (configuration not stated)	0.2	11.1	-33.4	4.8	4.4	-0.1	-3.0	0.9	-3.7	-6.8
CC(C)c1c(O)nc(SCCOc2ccc(Cl)cc2)[nH]c1=O	-5.3	1.8	6.1	-2.6	6.9	0.2	1.0	0.6	3.3	5.5
CCc1cc(Cn2nc(-c3ccccc3)cc2C(=O)NCc2cccc(Br)c2)on1	-27.9	-0.4	20.9*	0.4	2.7	0.1	3.6	-1.5	18.6	19.1
Cc1cccc(OCCCC(=O)NNC(=O)c2ccc(F)cc2)c1	-11.1	3.3	0.7	-2.8	0.8	0.5	4.2	-1.0	-0.5	10.0
COc1ccc(NC(=O)c2oc3ccccc3c2C)cn1	4.0	2.5	4.0	-1.9	-2.2	0.7	-0.8	4.1	-0.2	5.6
c1ccc(-c2cnnn2-c2ccccc2)cc1	0.3	-0.2	0.1	-0.2	-1.0	0.5	-2.8	-1.1	-2.4	-15.6
O=C(NCCCN1CCOCC1)c1ccc(/C=C2\Oc3ccccc3N(Cc3ccccc3F)C2=O)cc1	-1.3	-3.2	-206.5	1.4	1.8	-45.0	6.3	3.1	5.0	4.2
CS(=O)(=O)c1ccc(-c2nnc(NC(=O)C3=COCCO3)o2)cc1	2.5	-8.2	-0.8	-0.7	-0.1	-0.3	1.0	0.2	2.3	-9.9
Cc1ccc(N2C(=O)N(CC(=O)Nc3ccc(C)cc3[N+](=O)[O-])C(=O)C2C)cc1 (configuration not stated)	-0.5	6.7	-3.1	-4.0	0.8	-0.4	2.5	5.4	-2.2	0.1
CC(=O)N1CCOc2ccc(S(=O)(=O)N3CCC(C(=O)Nc4cc(C)ccc4C)CC3)cc21	2.1	14.3	-4.3	2.6	1.4	-0.1	4.6	-1.4	-0.2	-0.3
COc1ccc(NC(=O)CS(=O)(=O)c2ccccc2)cc1	-1.4	-11.8	0.4	15.2	1.1	-0.3	-4.2	3.6	0.6	-8.1
O=Cc1ccc(O)c(O)c1	-4.7	-14.3	-6.7	2.8	3.4	0.4	-4.9	2.8	0.8	-3.1
CC(=O)Nc1ccc(NC(=O)COC(=O)c2ccccc2C(=O)c2ccccc2)cc1	-7.8	17.6	-11.5	3.4	-0.7	0.1	0.9	-1.6	3.3	-0.3
O=C1C2CCCN2C(c2ccco2)N1c1ccc(F)cc1 (configuration not stated)	1.5	7.6	-1.0	9.1	1.9	0.0	4.7	-0.8	3.8	1.1
CCCC(=O)NCCc1nc2ccccc2n1C	5.3	-1.2	-6.4	10.4	5.1	0.6	6.3	-0.1	-0.8	-4.4
Cc1ccc(/C=C(/C#N)C(=O)NC(C)c2ccccc2)o1 (configuration not stated)	9.8	-3.1	-7.8	9.2	2.1	0.2	-1.1	-1.4	-2.8	-4.8
CC1CCCN(S(=O)(=O)c2ccc(NC(=O)Cc3ccc(S(=O)(=O)N4CCOCC4)s3)cc2)C1 (configuration not stated)	-76.3	3.1	13.4	-10.2	0.5	0.1	-7.7	2.5	16.8	10.4
CCc1nnc(NC(=O)CSc2nc(C3CCCCC3)nc3ccccc23)s1	9.4	-10.3	1.9	8.7	11.0	0.8	7.7	-2.2	-5.1	4.8
Cc1onc(-c2ccccc2)c1C(=O)NCc1ccco1	8.0	7.5	-3.1	-0.7	-1.4	-0.2	-0.2	1.3	6.8	3.4
Cc1cccc(-c2nc(CN3CCCC(C(=O)NC4CCCC4)C3)c(C)o2)c1 (configuration not stated)	2.0	3.0	-8.5	-1.5	-2.1	0.5	2.9	8.0*	-10.0	-6.8
CCn1nnnc1SCC(=O)N(C1CCCCC1)C1CCCCC1	-1.0	1.1	-4.8	-0.2	-5.1	-0.1	-0.3	-1.5	-12.1	-4.7
Later entries:
SMILES	HGIII-sPLA2 inh	ASAP1 GAP inh	ADAM10 inh	DDE Tn6 FP inh	GC-A act	KLK7 zymogen act	GC-B act	FXN GAA850 act	rCAG RNA binder	ARFGAP1 inh
COc1ccc(-c2cc(C(=O)O)[nH]n2)cc1OC	0.3	-3.0	4.5	-2.4	0.7	-0.1	1.2	-0.9	3.3	4.6
CS(=O)(=O)c1ccc(Cl)c(NC(=O)Cc2ccsc2)c1	4.7	2.1	-5.8	2.4	4.2	0.1	3.9	-1.7	-2.8	-2.9
COc1ccccc1C(=O)Nc1ccc(OCc2nnc3c4ccccc4c(C)nn23)cc1	-6.3	10.5	11.0	1.5	10.9	2.6	9.2	2.3	6.7	2.8
COc1ccc2cc(C(=O)Nc3ccc(O)cc3)sc(=O)c2c1OC	-2.0	6.8	-1.3	-14.4	-6.4	0.2	2.2	-0.2	7.0	21.2
Cn1c(CNc2ccccc2)nc2ccccc21	0.5	4.9	5.3	-4.8	-0.3	0.9	-8.2	4.1	0.3	-4.8
COc1ccc(CCNC(=O)NC(C(F)(F)F)C(F)(F)F)cc1OC	1.1	-5.8	5.1	-1.1	1.6	-0.3	2.3	-1.1	0.4	4.0
Cc1cccc(N2CCN(Cc3ccc([N+](=O)[O-])o3)CC2)c1C	5.2	-5.5	10.6	-4.5	0.5	0.2	-1.9	0.2	-3.8	0.9
C/C(=N/NS(=O)(=O)c1ccc(Cl)cc1)c1cccc(NC(=O)c2ccc(Cl)cc2Cl)c1	-10.8	8.2	1.4	-1.4	-1.6	0.2	8.2	0.7	17.8	-3.5

High-throughput results from PubChem.
